SSB-PriA inh: inhibitors of Klebsiella pneumoniae PriA binding to SSB C-terminal tail; AID 1272365; AlphaScreen SSBct-PriA binding, biotinylated peptide; inhibition, % at 33 µM; 0.6% of 430,000 active; in the data active = inhibition mostly above about 37%, no sharp cut-off; inactive = mostly below about 20%;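 also: plate controls were negative control peptide for no effect and reference peptide for full effect; strong numbers were not always called active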
Starred values were filed as active, the others as inactive; & = joins results of further samples. The list is partial. The share of hits here may be higher or lower than overall.

SMILES | SSB-PriA inh
COc1cc(C=NNC(=O)Nc2ccccc2)ccc1OCCOc1ccccc1C | -13.7
CC1=NN(CC(=O)C(C)(C)C)c2nc3c(c(=O)n(C)c(=O)n3C)n2C1 | 6.0
Nc1c(C(=O)Nc2ccc(Cl)cc2)c2ccccn2c1C(=O)c1cccs1 | -4.0
CC(=O)Nc1ccc(S(=O)(=O)N2CCO[C@@H](Cc3ccccc3)C2)cc1 | 0.0
Cc1cc(N)n(-c2ncnc3sc4c(c23)CCCC4)n1 | -10.0
COc1cnc(-c2ccccn2)nc1Oc1ccc(F)cc1 | 109.0*
CCCCc1ccc(NC(=O)CN2C(=O)C(C)SC(C)C2=O)cc1 (configuration not stated) | -5.0
Cn1c(=N)sc2ccccc21 | 5.0
COc1ccc(-c2cnc(C(=O)Nc3ccccc3Cl)o2)cc1 | -6.0
O=C(COc1ccccc1F)NCCn1ccnc1-c1ncccn1 | 23.0
O=C(NCCCn1ccc2cccnc21)c1cc(-c2ccc(F)cc2)n[nH]1 | -4.0
COc1ccc(S(=O)(=O)N2CCC(C(N)=O)CC2)c(C)c1C | -9.0

Continued:
SMILES | SSB-PriA inh
CCOC(=O)c1c(NC(=O)c2cccc(Br)c2)sc(C)c1C | -12.0
O=C1c2cccc3cccc(c23)C(=O)N1CCc1ccc(S(=O)(=O)N[C@H]2CCS(=O)(=O)C2)cc1 | -14.0
CC(=NNc1ccc(C(=O)O)cc1)c1ccc(O)c(O)c1O | 2.6
COc1ccc(C(=O)NCC2(c3cccs3)CCCC2)cc1F | -9.0
Cc1ccc(CC2SC(=NC(=N)N)NC2=O)cc1 (configuration not stated) | -15.4
CC(C)c1nnc(SCC(=O)N2CCN(c3ccccc3)CC2)c2c1cnn2-c1ccccc1 | 1.0
Cc1nc(SCC(=O)Nc2cccc(C(F)(F)F)c2)[nH]c(=O)c1C | 14.0
NC(=O)Cn1c(C2CC2)nc2ccccc21 | -13.0
COc1ccc2nc(-c3ccc(NC(=O)C(C)Oc4ccccc4F)cc3)cn2n1 (configuration not stated) | -6.0
Cc1sc(Nc2ccccc2)nc1-c1ccccc1 | 0.0
CCOc1ccc(-n2c(CNC(=O)c3cccs3)nnc2SCC(=O)Nc2nccs2)cc1 | -15.0
CSc1nc(N2CCCCC2)c2cnn(CCNC(=O)c3cc4ccccc4o3)c2n1 | 10.0

Following part.
SMILES | SSB-PriA inh
COc1ccc(C)cc1C(=O)CN1C(=O)c2ccccc2O[C@@H](C(C)C)C1=O | -20.0
COc1ccc(OC)c(NC(=O)Cn2c(C)nc(-c3ccccn3)cc2=O)c1 | -7.0
COc1ccc(C)c2sc(NCc3ccccc3)nc12 | -8.0
COc1ccc(Cn2cnc3c4ccccc4n(CC(=O)NCCc4ccccc4)c3c2=O)cc1 | -30.0
COc1ccccc1CCNC(=O)CCc1csc(NC(=O)c2ccc(F)cc2)n1 | 0.0
O=C(Cn1cccn1)NCC(Cc1cccc(F)c1)N1CCCC1=O (configuration not stated) | -12.0
COc1ccc(C=NNC(=O)c2ccc(N)cc2)cc1Cn1cc([N+](=O)[O-])cn1 | -4.3
COc1ccccc1NCC(=O)NN=Cc1cccnc1 | -5.8
O=C(CSc1nnc(-c2ccccn2)n1Cc1ccco1)Nc1ccccc1F | 37.7
O=C(CCCS(=O)(=O)Cc1ccccc1)N1CCc2ccccc2C1 | -11.0
Cn1cc(CC(=O)Nc2nc(-c3ccco3)cs2)c2ccccc21 | 27.0
O=C(NCc1cccnc1-c1cccs1)NC(c1ccccc1)c1ccccc1 | -7.0

(next part)
SMILES | SSB-PriA inh
CCCc1c(C(=O)NN=Cc2cccnc2)nnn1-c1nonc1N | 2.2
O=C(c1c(F)cccc1Cl)N1CCN(S(=O)(=O)c2cc3c4c(c2)CCC(=O)N4CCC3)CC1 | -9.0
O=C(NCc1ccccc1)N1CCN(CC(O)c2cccs2)CC1 (configuration not stated) | 5.0
O=C(Nc1nccs1)c1cc(=O)c2ccccc2o1 | -25.0
COc1ccc(S(=O)(=O)CC(=O)Nc2sc3c(c2C(N)=O)CCN(Cc2ccccc2)C3)cc1 | 2.0
CC(=O)C1=C(C)N=C(SCC(=O)Nc2nccs2)C(C#N)[C@H]1c1ccc(Cl)cc1 (some centres not stated) | -3.0
Cc1ccc(C)c(CC(=O)Nc2nc3ccc4nc(C)sc4c3s2)c1 | 26.0
CN=C(C)C(C(=O)OC)=C(O)c1ccc(Cl)cc1Cl | -7.6
O=C(Nc1c2c(nn1-c1ccc(F)cc1)C[S@@](=O)C2)c1cccs1 | -9.0
COc1ccc(CC(=O)NCc2cc(-c3cccs3)on2)cc1 | -12.0
O=C1C(=O)N(C2CCS(=O)(=O)C2)C(c2cccc(O)c2)C1=C(O)c1ccc(Cl)cc1 (configuration not stated) | -8.1
CC(/C=C/c1ccc(N(C)C)cc1)=NN=C(N)SC1CC(=O)N(c2ccc(C(=O)O)cc2)C1=O (configuration not stated) | -11.5

The list goes on.
SMILES | SSB-PriA inh
CS(=O)(=O)c1ccc2nc(N(Cc3ccco3)C(=O)c3ccc(Br)s3)sc2c1 | 6.0
COc1cc(C)c(S(=O)(=O)N2CCN(c3cccc(C(F)(F)F)c3)CC2)cc1C | 3.0
O=S(=O)(c1ccc(F)cc1)C1CN(S(=O)(=O)c2ccc3c(c2)OCCO3)C1 | -1.0
O=C(OCc1cc(-c2cc3ccccc3o2)on1)C1CC(=O)N(c2ccccc2)C1 (configuration not stated) | 6.0
Cc1cccc(NC(=O)CCn2cnc3c(cnn3-c3ccc(F)cc3)c2=O)n1 | 0.0&8.0
CN1CCN(C(CN)c2cccn2C)CC1 (configuration not stated) | 6.0
CN(C)c1nccc(CNC(=O)C(C)(C)Oc2ccc(Cl)cc2)n1 | -1.0
CC1(C)OC2OC(C(=O)NCc3cccs3)C3OC(C)(C)OC3C2O1 (configuration not stated) | -9.0
NC(=O)C(=O)NN=C1CCc2ccccc21 | -6.0
Cc1cc(O)cc(=O)[nH]1 | -6.0
O=C(NCc1ccc(Cl)cc1)C(=O)NCC1CCN(C2CCCC2)CC1 | -10.0
CCOc1ccc(S(=O)(=O)NCc2ccc([C@@H](O)c3ccsc3)s2)cc1F | -18.0

Molecules listed so far that contain bromine (two):
SMILES | SSB-PriA inh
CCOC(=O)c1c(NC(=O)c2cccc(Br)c2)sc(C)c1C | -12.0
CS(=O)(=O)c1ccc2nc(N(Cc3ccco3)C(=O)c3ccc(Br)s3)sc2c1 | 6.0

Continuation.
SMILES | SSB-PriA inh
CC1(C)Cc2cccc(OCC(=O)N3CCN(C(=O)c4cnn5ccccc45)CC3)c2O1 | 13.0
CC(=NNC(=O)C1CCCC1)c1ccc(Cl)cc1 | -4.7
CCC1(CCC(C)C)SC(=N)NC1=O (configuration not stated) | -3.5
CCc1ccc(C=NNC(=O)c2ccc(OC3CCCC3)cc2)s1 | -3.8
O=C(CCc1ccccc1Br)N(CCc1cccs1)Cc1ccco1 | -14.0
Cc1ccc(Cl)c2sc(N(CC3CCCO3)C(=O)c3ccn(C)n3)nc12 (configuration not stated) | -6.0
Cc1cc(NC(=O)c2ccccc2S(C)(=O)=O)n(C(C)C)n1 | -18.0&1.0
O=C(CCCc1ccccc1)NC[C@H]1CN(c2ccc(F)cc2)C(=O)O1 | -6.0
Nn1c(SCC(=O)N2CCc3ccccc32)nncc1=O | -12.0
COc1ccc(N2CCN(c3ncnc4c3cnn4CCNC(=O)c3sc(C)nc3C)CC2)cc1 | 6.0
N#CCC(=O)NN=Cc1ccc(SCC(=O)Nc2ccccc2)o1 | 1.2
CC1(C)COc2ccc(NC(=O)c3ccccc3F)cc2NC1=O | 24.0

(next part)
SMILES | SSB-PriA inh
CC(C)(C)C(=O)NCC1CCN(C2CCCC2)CC1 | 11.0
CCCN1C(=O)C(C)(C)COc2ccc(NC(=O)c3ccccc3Br)cc21 | -5.0
O=C(COc1ccccc1-c1ccccc1)NN=Cc1ccccn1 | -12.7
COc1nn(C)cc1C(=O)NCC1CCN(C(=O)c2ccoc2)CC1 | -4.0
Nc1nc(SCc2ccccn2)[nH]c(=O)c1NC(=O)c1ccc(F)c(F)c1 | -4.0
CC(=O)Nc1ccc(NC(=O)CSc2nnc(-c3ccccn3)n2Cc2ccco2)cc1 | 8.2
O=C(COc1ccccc1F)NCC1CCN(Cc2ccccc2)CC1 | -18.0&-10.0
Cc1ccc(NC(=O)C(C#N)=NNc2ccc(C(=O)O)cc2)c(C)c1 | 6.8
COC(=O)CCn1c(=O)c2c(nc3n(Cc4ccco4)c(C)c(C)n23)n(C)c1=O | -21.0
Cc1cc(=O)n2c(-c3cccc(NC(=O)C4CCCO4)c3)csc2n1 (configuration not stated) | 2.0
CN(C)c1cncc(OC2CCN(C(=O)Cn3cccn3)C2)n1 (configuration not stated) | -10.0
CN(CCCCCC(=O)C=NO)Cc1ccccc1 | -6.6

Taken from the entries so far, 2 compounds:
SMILES | SSB-PriA inh
CC(C)(C)C(=O)NCC1CCN(C2CCCC2)CC1 | 11.0
CCCN1C(=O)C(C)(C)COc2ccc(NC(=O)c3ccccc3Br)cc21 | -5.0

(continued)
SMILES | SSB-PriA inh
C[C@](O)(CCc1ccccc1)CNS(=O)(=O)c1ccccc1Br | 0.0
COc1cccc2cc(C(=O)N3CCN(Cc4nc5ccccc5[nH]4)CC3)oc12 | -14.0
CCOc1ccc(-n2c(SCC(=O)Nc3ncn[nH]3)nc3ccccc3c2=O)cc1 | 3.0
NC(=O)C1(N2CCCCC2)CCN(C(=O)c2sc3ncccc3c2-n2cccc2)CC1 | -18.0
CC(=O)c1cccc(NC(=O)CSc2ccc(NC(=O)C3CC3)nn2)c1 | 1.0
S=c1[nH]cccc1-c1nc2ccccc2[nH]1 | 17.0
COc1ccc(OC)c(NC(=O)Nc2ccc(Nc3ccc(-n4ccc(C)n4)nn3)cc2)c1 | 3.0
O=C(CCc1ccccc1)NCCn1ncc2c(N3CCCC3)ncnc21 | -20.0
COc1ccc(C2(C)NC(=O)N(CC(=O)Nc3ccccc3F)C2=O)cc1 (configuration not stated) | -13.0
Cn1nnc2c(N3CC(C(=O)NCc4ccccn4)C3)ncnc21 | 4.0
O=C(NN=Cc1oc(O)c2ccccc12)c1ccccc1O | -4.8
COc1ccc(-c2nn(-c3ccccc3)cc2C(=O)N2CCCCC2)cc1OC | -4.0&-1.0

The results go on.
SMILES | SSB-PriA inh
CC(C)CS(=O)(=O)C1CN(C(=O)c2ccccc2F)C1 | -9.0
Cc1cccc2sc(N(Cc3ccccn3)C(=O)C3CC(=O)N(c4ccccc4)C3)nc12 (configuration not stated) | 8.0
O=C(CSc1ncnc2c1oc1ccccc12)Nc1ccc(Cl)c(Cl)c1 | -14.0
COc1ccc(C=NNC(=O)c2cc3cc(OC)c(OC)cc3[nH]2)cc1 | 12.5
COCCn1c(-c2nc(C(=O)Nc3ccccn3)cs2)cc2ccccc21 | -33.0
COc1ccc(Cn2c(O)c(C=NNC(=O)c3cccnc3)c3ccccc3c2=O)cc1 | 1.4
CN(C)c1nccc(CNS(=O)(=O)c2cccs2)n1 | -4.0
O=C(O)CCC(=O)N1N=C(c2c(-c3ccccc3)c3cc(Br)ccc3[nH]c2=O)CC1c1ccc(F)cc1 (configuration not stated) | -14.0
CSc1ncccc1C(=O)NC1CCN(c2cc(C)[nH]n2)CC1 | -9.0
COC(=O)c1ccccc1C(=O)N1CCCC[C@H](c2ccc(OC)cc2)C1 | 0.0
Cn1cc(S(=O)(=O)NCC(C)(O)c2cc3ccccc3o2)cn1 (configuration not stated) | -10.0
Cn1nc(C(=O)N2CCC(Oc3ncccc3Br)CC2)ccc1=O | -16.0

New compounds follow.
SMILES | SSB-PriA inh
COc1ccc(-c2nc(SCC(=O)NC3CCCC3)c(-c3ccc(F)cc3)[nH]2)cc1OC | 14.0
O=C(c1ccc(Cn2ccnc2)cc1)N1CCC(Oc2ccc(C(F)(F)F)cn2)CC1 | -6.0
CCOc1ccc(C(=O)Nc2ccc3c(c2)N(CCOC)CCC3)cc1OCC | 19.0
COc1ccc(S(=O)(=O)Nc2cnn([C@H]3CCOC3)c2)cc1F | -11.0
O=C(CSc1ccc(F)cc1)NCC1(c2cccs2)CC1 | 2.0
CC(=O)Nc1ccc(S(=O)(=O)N(C)C)cc1 | -15.0&-13.0
COc1ccccc1CNC(=O)Cc1cc(=O)[nH]c(SCc2cccc(Cl)c2)n1 | -3.0&-3.0
Cc1ccc(C)c(S(=O)(=O)NN=Cc2ccc(F)cc2)c1 | -0.4
O=C(c1ccsc1)N1CCN(C(=O)c2cnn3ccccc23)CC1 | -6.0
CC(=O)Nc1ccc(S(=O)(=O)NN=Cc2ccc(C)s2)cc1 | -10.0
O=C(Nc1ccc2c(c1)N(C(=O)C1CC1)CC2)c1ccccc1F | -22.0
CCOc1ccc(N(C(=O)Nc2ccc(C)cc2)C2=NCCC2)cc1 | -27.0

New compounds follow:
SMILES | SSB-PriA inh
O=C(Cc1csc(NC(=O)c2ccc3c(c2)OCO3)n1)NCC1CCCO1 (configuration not stated) | 7.0
N=C(N)Sc1c[nH]c2ccccc12 | 29.0
CN(C)S(=O)(=O)N1CCCSCC1CN1CCOCC1 (configuration not stated) | -3.0
COc1ccc(-c2nnc(SCC(=O)Nc3cccc(C)c3C)n2N)cc1OC | -14.0
CCOC(=O)C1CCc2sc(NC(=O)c3cc4n(n3)CCCO4)nc21 (configuration not stated) | -5.0
CN(C)CCNC(=S)Nc1ccc(C(=O)O)cc1 | -8.0
NC(=O)c1ccccc1OCC#CCNC(=O)COc1ccccc1F | -6.0
COc1ccc(N/C=C(\C#N)c2nc(-c3ccc(Cl)cc3Cl)cs2)c([N+](=O)[O-])c1 | -3.0
O=S(=O)(Nc1cccc(-c2ccc3nncn3n2)c1)c1cccnc1 | 2.0
CC(=O)N(C)c1ccc(OC[C@@H](O)CN(c2ccc(C)cc2)S(=O)(=O)c2ccc(C)cc2)cc1 | -17.0
Cc1cc(C)n(-c2nnc(C)n2N=Cc2ccccc2OCc2ccccc2Cl)n1 | -3.0
